# GPR151 activ: activates the human receptor GPR151; AID 1508602; PathHunter beta-arrestin GPR151 cells, luminescence; activation, % at 11.2 µM; actives 1% (n = 650,000); in the data active = activation above about 4.9%;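 note: 0% = median of compound wells and 100% = cells with positive control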
# Target sequence (Q8TDV0 whole entry, looked up): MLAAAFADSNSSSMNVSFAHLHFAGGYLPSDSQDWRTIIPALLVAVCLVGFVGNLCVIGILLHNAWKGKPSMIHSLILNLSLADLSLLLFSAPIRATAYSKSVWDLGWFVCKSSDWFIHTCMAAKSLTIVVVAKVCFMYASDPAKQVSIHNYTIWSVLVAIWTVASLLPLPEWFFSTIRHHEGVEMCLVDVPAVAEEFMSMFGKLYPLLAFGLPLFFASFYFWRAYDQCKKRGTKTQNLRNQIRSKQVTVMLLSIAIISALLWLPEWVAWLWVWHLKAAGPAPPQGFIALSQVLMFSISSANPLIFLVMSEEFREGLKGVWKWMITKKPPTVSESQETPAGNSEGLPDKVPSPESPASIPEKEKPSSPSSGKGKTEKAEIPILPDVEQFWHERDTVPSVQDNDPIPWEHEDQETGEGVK
# TEAD-YAP block: TEAD-YAP interaction inhibition | AID 1259422 | inhibition, % at 9.12 µM | actives 1.4% (n = 640,000) | HEK-TIYL cells, TEAD-Gal4/YAP UAS-luciferase luminescence; in the data active = inhibition above about 32%;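 note: 0% = median of test compound wells and 100% = reference inhibitor wells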
# FBW7 act: human FBW7 E3 ligase activation, primary screen; actives 0.13% (n = 650,000); AlphaScreen FBW7–phospho-cyclin E peptide binding, activator screen; normalized activity (activation), % at 26.1 µM; Q969H0; in the data active = normalized activity above about 1.9%;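 note: purified mutant Fbw7 with reduced substrate affinity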
# MITF primary: blocks human microphthalmia-associated transcription factor; O75030; AlphaScreen MITF homodimerization, bead proximity signal; inhibition, % at 2.6 µM; actives 0.91% (n = 650,000); AID 1259374; in the data active = inhibition above about 50%;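 note: 0% = vehicle wells with protein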
# Target sequence (O75030 whole entry, looked up): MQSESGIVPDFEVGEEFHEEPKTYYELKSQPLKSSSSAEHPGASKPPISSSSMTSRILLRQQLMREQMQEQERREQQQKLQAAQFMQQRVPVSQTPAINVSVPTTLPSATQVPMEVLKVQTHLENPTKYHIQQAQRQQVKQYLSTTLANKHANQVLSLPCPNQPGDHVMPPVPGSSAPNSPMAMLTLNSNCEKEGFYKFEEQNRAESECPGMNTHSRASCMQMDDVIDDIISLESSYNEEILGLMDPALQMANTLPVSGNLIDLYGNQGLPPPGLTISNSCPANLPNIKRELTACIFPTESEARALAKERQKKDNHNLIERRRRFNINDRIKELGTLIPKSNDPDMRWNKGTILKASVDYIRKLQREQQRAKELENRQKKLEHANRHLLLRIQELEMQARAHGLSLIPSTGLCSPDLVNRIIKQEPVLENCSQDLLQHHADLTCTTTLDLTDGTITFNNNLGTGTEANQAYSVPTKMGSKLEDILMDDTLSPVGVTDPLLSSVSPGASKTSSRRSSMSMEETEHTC
# * hit, by the source's call. Compounds were not picked by outcome. About 3.5% of those tested had a hit in this group.
Molecule	GPR151 activ	TEAD-YAP block	FBW7 act	MITF primary
O=C(N[C@H]1C[C@H]2C(=O)N3CCC[C@H]3C(=O)N2C1)c1cccc2ccccc12	-0.1	4	0.7	17
COc1ccc(C(=O)Nc2ccc(Cl)c(-c3nc4ccccc4o3)c2)cc1	-0.6	-11	0.2	0
CCc1nc(SCC(=O)O)c2c3c(sc2n1)CC(C)CC3 (stereo not given)	-0.4	-13	-0.1	15
C=C(C)Cn1c(=O)c2c(nc3n(C(C)CC)c(C)cn23)n(C)c1=O (stereo not given)	1.3	2	0.1	9
COc1ccc(C2=N/C(=C\c3ccco3)C(=O)O2)cc1OC	0.5	9	0.0	15
Cc1ccccc1C(=O)NCCSc1ncc(-c2ccc(F)cc2)[nH]1	-0.7	-5	-0.1	-13
CCN1C(=O)C(NC(C)=O)c2cc(C)cc(C)c21 (stereo not given)	-1.0	-6	0.1	11
C=C(Cl)COc1ccc2c(C)cc(=O)oc2c1	-1.8	-10	0.1	2
CCOC(=O)c1ccc(NC(=S)N(Cc2ccccc2Cl)C2CCCC2)cc1	1.0	10	0.0	-3
O=C(NNC(=O)c1nc[nH]c1C(=O)Nc1ccc(Cl)cc1)c1ccccc1	0.6	19	-0.1	-2
c1cc2c(cc1CN1CCc3nncn3CC1)CCO2	1.3	-2	0.0	-12
COCCNS(=O)(=O)c1c(C)cc(C)cc1C	0.5	4	0.1	5
CC(=O)c1cc(C)ccc1OC(=O)c1ccc(C(F)(F)F)cc1	0.3	2	-0.1	-5
CC(=O)Nc1ccc(S(=O)(=O)N2CCN(C(=O)N3CCCCCC3)CC2)cc1	0.1	2	-0.1	-17
COc1ccccc1N1C(=O)CC(NC23CC4CC(CC(C4)C2)C3)C1=O (stereo not given)	0.4	1	-0.1	-8
CN(CC1COCCO1)c1nncc(-c2ccc3c(c2)OCO3)n1 (stereo not given)	-1.1	-18	-0.1	6
COc1cc(/C=C/CN2CCC(CO)(CC3CCCCO3)CC2)ccc1O (stereo not given)	0.2	4	-0.1	-9
COc1ccccc1NC(=O)C1CCN(c2nc(C)cc(-c3ccccc3)n2)CC1	-0.1	-33	-0.2	-10
Cc1ccccc1C1CC(=O)NC(SCC(=O)Nc2ccccc2)=C1C#N (stereo not given)	-0.7	-6	0.4	16
CCC(C)N1C(=O)/C(=C/c2ccco2)SC1=S (stereo not given)	2.9	-1	-0.1	7

# The final 3 entries of the section above come first, to join the parts:
Molecule	GPR151 activ	TEAD-YAP block	FBW7 act	MITF primary
COc1ccccc1NC(=O)C1CCN(c2nc(C)cc(-c3ccccc3)n2)CC1	-0.1	-33	-0.2	-10
Cc1ccccc1C1CC(=O)NC(SCC(=O)Nc2ccccc2)=C1C#N (stereo not given)	-0.7	-6	0.4	16
CCC(C)N1C(=O)/C(=C/c2ccco2)SC1=S (stereo not given)	2.9	-1	-0.1	7
COP(=O)(OC)c1nc(-c2ccc(C)cc2)oc1NCCc1ccccc1	0.2	6	-0.2	1
COc1ccc(/C(O)=C2/C(=O)C(=O)N(CCCN(C)C)C2c2ccc(OC)cc2)cc1 (stereo not given)	-0.3	4	0.2	20
O=C(CCCCCn1c(SCC(=O)c2ccc(Br)cc2)nc2ccsc2c1=O)NCCc1ccccc1	-0.2	2	0.3	1
CCNc1nc(NCC)n2c(SCC(=O)c3ccc([N+](=O)[O-])cc3)nnc2n1	-0.6	1	-0.1	-4
O=C1CCC(C(=O)NCc2nnc3n2CCN(Cc2c(F)cccc2Cl)CC3)N1 (stereo not given)	0.3	-2	-0.2	-6
Cc1cc(NC(=O)COC(=O)[C@H](C)NC(=O)c2ccccc2)no1	-0.9	-2	-0.2	-1
O=C(Cc1ccc(F)cc1)Nc1onc2c1CCC2	0.2	14	0.3	-1
COc1ccc(/C=C(/NC(=O)c2ccc(C(C)(C)C)cc2)C(=O)NCCO)cc1	-1.0	-4	0.0	23
CC(=O)NCCn1c(SCC(=O)Nc2ccc(C)c(C)c2)nc2ccccc2c1=O	3.3	16	0.1	-6
C/C(=N/NC(=O)CNC(=O)c1ccco1)c1ccc(F)cc1	0.0	-1	0.0	20
CCOC(=O)C1CCCN(C(=O)c2sc3nc(C)nc(N4CCN(c5ccccn5)CC4)c3c2C)C1 (stereo not given)	0.2	6	-0.2	14
O=C(C1COc2ccccc2O1)N(Cc1ccccn1)c1nc2c(F)cc(F)cc2s1 (stereo not given)	-1.3	-63	0.0	-14
CC(Sc1nc2ccccc2s1)C(=O)NNC(=O)Nc1ccc2c(c1)OCO2 (stereo not given)	0.1	1	-0.1	10
O=C1N=C(N2CCCCC2)S/C1=C/c1cccc([N+](=O)[O-])c1	0.4	-1	0.0	0
O=C(Cc1ccc(N2CCC(NCCn3ccnc3)CC2)cc1)NCc1ccccc1	0.6	47*	-0.1	5
CN1CCN(C(=O)c2cc([N+](=O)[O-])ccc2N2CCOCC2)CC1	1.1	20	-0.1	-14
N#CC(C#N)=Cc1ccc(N2CCC(c3ccccc3)=N2)cc1	-1.8	7	0.2	-4
Cc1cc(=O)[nH]c(SCC(=O)OCc2ccccc2)c1C#N	-0.3	-11	-0.1	3
Cc1ccccc1N=Cc1c(C(F)(F)F)[nH]n(-c2nc3ccccc3s2)c1=O	-8.2	-21	0.5	17
COc1ccccc1-c1c(C(F)(F)F)oc2cc(OCc3cccc(Cl)c3)ccc2c1=O	0.3	-1	0.1	15
CC1CN(CC(=O)NCCc2c[nH]c3ccccc23)Cc2ccccc2O1 (stereo not given)	2.1	-4	0.0	16
CCOc1ccccc1C(=O)Nc1ccccn1	-1.6	8	0.1	14
CN(C)c1ccc(CCNC(=O)c2ccc3c(c2)OCO3)cc1	-1.4	-11	0.3	19
O=C1N[C@H](Cc2ccc(O)cc2)C(=O)N2C[C@@H](NCc3cc(F)ccc3F)C[C@@H]12	-0.9	-6	-0.1	-8
NC(=O)C1CCN(C(=O)COC(=O)C23CC4CC(CC(C4)C2)C3)CC1	-1.4	-3	0.2	-14
O=C(NCCO)c1ccc(Nc2nccc(-c3ccccc3)n2)cc1	-1.3	8	0.1	1
CC(C)c1ccc(C=C2C(=O)NC(=O)NC2=O)cc1[N+](=O)[O-]	-0.4	-4	-0.5	16
O=C(Cn1c(=O)n(Cc2ccco2)c2ncccc21)NCc1cccs1	-0.8	-8	-0.1	-18
CC(C)CCNC(=O)CSc1nc2ccccc2c2nc(CCc3c[nH]c4ccccc34)nn12	1.6	-6	-0.2	-2
O=C(O)CNC(=O)c1ccc(NS(=O)(=O)c2ccc3ccccc3c2)cc1	-1.9	-10	0.3	4
COc1ccc(N2C(=O)CN(C(=O)C3CCOC3)CC23CCCC3)cc1 (stereo not given)	0.3	1	-0.1	3
c1csc(CNc2ccnc3c(-c4cncnc4)cnn23)c1	0.6	-5	-0.5	-7
CC(C)C(NS(C)(=O)=O)c1nnc2n1CCN(Cc1ccc(Cl)cc1)CC2 (stereo not given)	-0.3	13	0.0	2
O=C(CC(NCc1ccco1)C(=O)O)c1ccc(F)cc1 (stereo not given)	-0.7	11	-0.1	5
CCCc1[nH]n(-c2ccc(F)cc2)c(=O)c1C=Nc1ccc(Cl)cc1C	-1.1	10	0.5	12
COCCNC(=O)COCCn1cc(-c2ccc(Cl)cc2)cn1	-0.1	-5	-0.1	13
CCOc1ccc(N(C(=O)C(C)C)C2C=CS(=O)(=O)C2)cc1 (stereo not given)	0.3	0	0.2	5
COC(=O)[C@@H]1CCCN1C(=O)CC1(c2ccccc2Cl)CC(=O)N(C)C1=O (stereo not given in full)	-0.9	-8	0.0	-2
Cc1cccc(N2CCN(S(=O)(=O)CCNC(=O)c3cnccn3)CC2)c1	-0.7	-5	0.2	21
CCOc1ccc2c(c1)C(c1cccs1)=NNC(c1ccncc1)=N2	0.0	0	-0.3	-5
CC1CN(C(=O)N2CCC(C(=O)NC3CCCCCC3)CC2)c2ccccc2O1 (stereo not given)	-1.4	13	0.0	4
CCC(C(=O)NC1CCCC1)n1nc(C)n2c(cc3sccc32)c1=O (stereo not given)	0.0	4	0.4	13
O=C(Nc1ccc(Cl)cc1)C1CC(=O)N(CCO)C(=Nc2ccccc2)S1 (stereo not given)	1.0	-4	0.1	-5
COc1cccc(CNS(=O)(=O)c2ccc3nc(-c4ccccc4)[nH]c3c2)c1	0.7	12	-0.2	-1
Cc1ccc(C(=O)N2C(C)CCCC2C)c(C)c1 (stereo not given)	-0.6	6	1.3	14
Cc1[nH]c2ccccc2c1C(c1cccnc1)N1CCN(c2ccccn2)CC1 (stereo not given)	-1.3	-3	0.0	-8
CCC(=O)N1c2ccccc2N(S(=O)(=O)c2ccc(C)cc2)C1c1ccc(N(C)C)cc1 (stereo not given)	0.8	-2	-0.2	2
CCOC(=O)C1(Cc2ccccc2C)CCCN(C(=O)CCn2nccc2C)C1 (stereo not given)	-0.2	3	-0.1	-12
C[C@@H](Cn1nnc2ccccc21)NC(=O)Cc1cccs1	0.0	-8	-0.1	2
CC(C)OC(=O)CC(O)(c1ccccc1)C(F)(F)F (stereo not given)	0.1	5	-0.1	-3
CC1(C)CC(=O)C2=C(C1)Nc1ccc3ncccc3c1C2c1ccccc1Cl (stereo not given)	-0.4	-3	0.0	-1
O=S1(=O)c2cccc3cccc(c23)N1Cc1coc(-c2ccccc2)n1	1.4	-2	0.1	-8
COc1cccc(NC(=O)Cn2c(=O)n(CC3CCCO3)c(=O)c3ccccc32)c1 (stereo not given)	0.6	12	0.1	-6
CCOc1cc(-c2nnc(NC(=O)c3ccco3)o2)cc(OCC)c1OCC	-0.9	1	-0.1	9
O=C(OCC(=O)c1ccc(Cl)s1)c1ccc(S(=O)(=O)C(F)F)cc1	-1.0	1	0.0	11
COC(=O)c1cccc(Nc2cc(C)nc3ccccc23)c1	-0.1	3	0.0	-24
C=CCSC1=C(C#N)C(c2ccccc2Cl)C(C(=O)Nc2ccccc2OC)=C(C)N1 (stereo not given)	0.1	-3	0.1	-10
CC1=C(C(=O)N2CCOCC2)C(c2cccc(Cl)c2Cl)NC(=O)N1 (stereo not given)	0.4	-1	0.0	5
CCOc1ccc(C2Oc3c(OCC)cccc3C3CC(c4cccc(OC)c4)=NN32)cc1 (stereo not given)	-1.0	23	-0.1	-4
O=C(CCN1C(=O)/C(=C/c2ccccc2F)SC1=S)N1CCCC1	2.6	3	-0.1	7

# Gathered by group, the compounds so far containing a COOH group (3)
Molecule	GPR151 activ	TEAD-YAP block	FBW7 act	MITF primary
CCc1nc(SCC(=O)O)c2c3c(sc2n1)CC(C)CC3 (stereo not given)	-0.4	-13	-0.1	15
O=C(O)CNC(=O)c1ccc(NS(=O)(=O)c2ccc3ccccc3c2)cc1	-1.9	-10	0.3	4
O=C(CC(NCc1ccco1)C(=O)O)c1ccc(F)cc1 (stereo not given)	-0.7	11	-0.1	5

# Carrying on:
# Order of values: GPR151 activ	TEAD-YAP block	FBW7 act	MITF primary
O=C(c1cnc2scc(-c3ccccc3Cl)n2c1=O)N1CCC2(CC1)OCCO2
 : -0.5	-3	-0.1	9
CSc1nc(=O)cc(N)n1-c1ccc(C)c(C)c1
 : -0.4	-4	0.0	4
O=C(CCSC1CC(=O)N(c2ccccc2)C1=O)Nc1ccc(F)c(Cl)c1 (stereo not given)
 : 3.9	5	-0.1	7
CCC(Sc1nc2n[nH]c(C)c2c(=N)n1-c1cc(Cl)ccc1C)C(=O)NCc1ccco1 (stereo not given)
 : -1.2	-22	-0.1	4
CCCC(=O)Nc1cc(CC(=O)OC)ccc1O
 : -0.1	4	-0.2	-7
COc1ccc(OCC(=O)Nc2ccc(S(=O)(=O)C(F)F)cc2)cc1
 : 0.4	-1	0.1	10
COc1ccccc1CN1C[C@@H]2C[C@@H](c3nc(C(C)C)cs3)N3CCC[C@@]23C1=O
 : 0.9	-5	0.4	-22
O=S(=O)(c1ccc(-c2csc(=Nc3ccccc3)n2Cc2ccc3c(c2)OCO3)cc1)N1CCCC1
 : 3.7	0	0.3	11
O=[N+]([O-])c1cc(SCc2ccccc2)c2c(C3OCCO3)nn(-c3ccccc3)c2c1
 : -1.7	5	0.1	19
Cc1c(Cl)cccc1NC(=S)N(CCCN1CCCC(C)C1)Cc1ccco1 (stereo not given)
 : 0.4	4	0.0	9
COc1ccc2oc(=O)c(-c3nnc(NCc4ccc5c(c4)OCO5)s3)cc2c1
 : 0.1	10	-0.2	-6
O=C(CSc1ncnc2scc(-c3ccc(Cl)cc3)c12)NNC(=O)c1ccco1
 : -1.6	-7	0.3	14
O=C(NCC1CCCN1S(=O)(=O)c1ccccc1)c1cccc(F)c1 (stereo not given)
 : -0.8	-5	0.4	14
CCOc1cc(/C=C2\N=C(c3ccc(F)cc3)OC2=O)cc(I)c1OC(C)=O
 : 0.2	7	0.0	-3
Nc1nc2ccc(C(=O)OC3CCCCC3)cc2s1
 : 0.0	-55	0.1	7

# 2 of the compounds above, with each value named.
O=C(CSc1ncnc2scc(-c3ccc(Cl)cc3)c12)NNC(=O)c1ccco1
- GPR151 activ = -1.6
- TEAD-YAP block = -7
- FBW7 act = 0.3
- MITF primary = 14

O=C(NCC1CCCN1S(=O)(=O)c1ccccc1)c1cccc(F)c1 (stereo not given)
- GPR151 activ = -0.8
- TEAD-YAP block = -5
- FBW7 act = 0.4
- MITF primary = 14
